Source: PubChem BioAssay (several laboratories)
RGS4 pot – RGS4 potentiators or activators, primary screen, cell-based, HEK293 M3R inducible RGS4, calcium flux; carbachol calcium flux Fluo4; active compounds read low; AID 463111, 2010; 310,000 compounds, 0.92% hits; B-score at 10 µM;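 active = B-score of the integrated calcium signal more than 4 SD below the library mean, with starting fluorescence not abnormally high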;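 note: negative B-score means reduced calcium response which marks RGS4 activation or potentiation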
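Material: M3R-expressing HEK293 line, RGS4 induced by doxycycline | Schedule: Overnight RGS4 induction, 30 min dye load 37 °C, 20 min compound RT | Measured by: Fluo4 fluorescence kinetic imaging of calcium | Read-out: Integrated calcium ratio converted to B score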
TRPC6 inhibitor – mouse TRPC6 channel inhibitors, primary screen, cell-based, HEK293, membrane potential dye. B-score at 10 µM. Short transient receptor potential channel 6 (Mus musculus), Q61143. ACh-evoked depolarization; active compounds read low. AID 2553, 2010. 310,000 compounds, 1.1% hits;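 active = B-score under library mean minus 3 SD, initial fluorescence not abnormally high, positive integrated signal ratio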;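 note: B-score derived from integrated fluorescence ratio over the kinetic read; more negative B-score means stronger inhibition of depolarization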
Target sequence (Q61143 whole entry, looked up): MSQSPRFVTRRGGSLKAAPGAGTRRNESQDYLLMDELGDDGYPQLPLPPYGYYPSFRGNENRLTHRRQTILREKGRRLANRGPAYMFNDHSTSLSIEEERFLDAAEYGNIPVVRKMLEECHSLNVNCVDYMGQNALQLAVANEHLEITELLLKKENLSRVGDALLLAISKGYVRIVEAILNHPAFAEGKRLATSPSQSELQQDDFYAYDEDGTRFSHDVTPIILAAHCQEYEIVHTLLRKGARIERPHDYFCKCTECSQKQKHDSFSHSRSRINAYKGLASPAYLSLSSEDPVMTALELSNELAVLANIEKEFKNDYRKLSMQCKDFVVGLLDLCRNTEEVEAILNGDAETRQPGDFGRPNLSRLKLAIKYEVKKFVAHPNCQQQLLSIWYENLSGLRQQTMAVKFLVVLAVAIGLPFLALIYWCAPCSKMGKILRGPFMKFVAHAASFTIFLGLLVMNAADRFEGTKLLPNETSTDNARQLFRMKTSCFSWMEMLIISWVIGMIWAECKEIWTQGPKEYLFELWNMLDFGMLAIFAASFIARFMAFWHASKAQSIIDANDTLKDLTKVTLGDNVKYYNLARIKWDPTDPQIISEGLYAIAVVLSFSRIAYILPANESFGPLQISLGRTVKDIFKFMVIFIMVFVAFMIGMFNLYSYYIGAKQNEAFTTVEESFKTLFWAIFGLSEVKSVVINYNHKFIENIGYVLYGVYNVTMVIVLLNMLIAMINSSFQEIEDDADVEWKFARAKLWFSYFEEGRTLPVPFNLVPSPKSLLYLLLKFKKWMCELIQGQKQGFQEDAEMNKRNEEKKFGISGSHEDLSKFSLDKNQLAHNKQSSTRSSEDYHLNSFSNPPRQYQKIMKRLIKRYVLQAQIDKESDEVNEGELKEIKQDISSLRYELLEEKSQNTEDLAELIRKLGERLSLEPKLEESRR
ANO1 activ – TMEM16A chloride channel activators or potentiators, primary screen, cell-based, HTS; B-score at 10 µM; AID 623877, 2012; 340,000 compounds, 0.3% hits; HEK293 TMEM16A/YFP-H148Q/I152L, iodide quench fluorescence; active compounds read low; Anoctamin-1 (Mus musculus), Q8BHY3;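 active = fluorescence-ratio B-score plate-corrected deviation score at least 3 library SD below zero, with starting fluorescence score within 5 deviations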;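 note: channel opened by trigger with iodide after compound preincubation; score built on the fluorescence ratio of max minus min over baseline; more negative score means more quench and so TMEM16A activation or potentiation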
HDAC3 inh – HDAC3 deacetylase inhibitors, primary screen, biochemical, fluorescence, cell-free homogeneous; inhibition, % at 8.3 µM; 320,000 compounds, 0.15% hits; recombinant HDAC3, fluorogenic peptide/trypsin coupled; in the data active = inhibition above about 26%, passing the limit was not always enough; inconclusive = no clear call, values can overlap the other calls
MrgX1 antagonist – antagonists of human MrgX1 receptor, primary screen, HEK293 cells, Fluo-4 calcium flux | BAM8-22 antagonism; active compounds read low | B-score at 10 µM | 310,000 compounds, 1.3% hits;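 active = calcium-response B-score plate-corrected more than 3 library SD below zero, starting fluorescence within 5 deviations, no agonist response on first addition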;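 note: peak minus trough fluorescence over baseline after final BAM8-22 challenge near maximal dose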
MrgX1 ag – agonists of human MrgX1 receptor, primary screen, HEK293 cells, Fluo-4 calcium flux | B-score at 10 µM | 310,000 compounds, 0.44% hits | Fluo-4 calcium fluorescence, agonist mode; active compounds read high | Mas-related G-protein coupled receptor member X1 (Homo sapiens), Q96LB2;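 active = calcium response B-score plate-corrected fluorescence ratio at least 3 library SD, with starting fluorescence B-score inside 5 SD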
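times = overnight plating, then 30 min 37 °C plus 30 min room-temperature dye loading | assay system = stable human MrgX1 HEK293 cell line | input = fifteen thousand cells per well | signal = kinetic calcium dye fluorescence, Fluo-4 NW | dosing = compound delivered in addition one of three | read-out = B-scored fluorescence response ratio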
RGS4 block – RGS4 inhibitors, primary screen, cell-based, HEK293 M3R inducible RGS4, calcium flux | Fluo-4 calcium flux; active compounds read high; triggered by carbachol at its EC20 | B-score at 10 µM | 310,000 compounds, 0.45% hits | AID 463165, 2010;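 active = B-score, a plate-corrected calcium signal, over three deviations above library mean, with baseline fluorescence within five deviations of library mean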;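 note: RGS4 expression induced by doxycycline in cells with stable M3 receptor; B-score is computed from the integrated fluorescence ratio over baseline after carbachol; higher B-score means a larger calcium signal and so more RGS4 inhibition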
ANO1 block – TMEM16A chloride channel inhibitors, primary screen, cell-based, HTS; Anoctamin-1 (Mus musculus), Q8BHY3; HEK293 TMEM16A/YFP iodide influx fluorescence, ionomycin; normalized B-score (activity score, 25-100; higher = stronger inhibition) at 10 µM; 310,000 compounds, 1.2% hits; AID 588511, 2011;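 active = ratio plate-corrected score three or more library SD toward inhibition, starting fluorescence score within five deviations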;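 note: score derived from kinetic fluorescence span divided by baseline fluorescence per well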
SKKanGAS inh – S. pyogenes SKKanGAS growth inhibitors in kanamycin, primary screen, streptokinase expression inhibitor project, SKKanGAS strain, BacTiter-Glo luminescence | 300,000 compounds, 1.3% hits | AID 1662, 2009 | 6 h | inhibition, % at 7.5 µM;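 active = mean replicate score, as percent of positive control median, at least 50; inconclusive = mean below 50 but one replicate at or above 50; inactive = mean and every replicate below 50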;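 note: strain carries kanamycin resistance gene driven by streptokinase promoter and grows in 40 µg/ml kanamycin; loss of luminescence reflects streptokinase promoter inhibition or plain growth inhibition; 0% = median of DMSO wells and 100% = positive control at its reference dose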
MrgX1 allo act – positive allosteric modulators of MrgX1, primary screen, HEK293 cells, Fluo-4 calcium flux | Mas-related G-protein coupled receptor member X1 (Homo sapiens), Q96LB2 | FDSS; active compounds read high | B-score at 10 µM | 310,000 compounds, 0.63% hits | AID 588675, 2011;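 active = plate-corrected calcium response at least 3 library SD above typical, normal starting fluorescence, not activating the receptor alone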;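 note: compound read alongside a low EC10 to EC30 dose of BAM8-22 agonist; peak minus trough fluorescence over baseline measured at the second addition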
TRPC6 act – mouse TRPC6 channel activators, primary screen, cell-based, HEK293, membrane potential dye. Short transient receptor potential channel 6 (Mus musculus), Q61143. HEK293-TRPC6 membrane potential dye fluorescence; active compounds read high. B-score at 10 µM. 310,000 compounds, 0.13% hits;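 active = B-score of the integrated fluorescence ratio above library mean plus 3 SD, and starting fluorescence ratio within library mean plus 5 SD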;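 note: higher score means more depolarization so channel activation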
The depositor's hits bear a star; i = inactive; ? = inconclusive; / = no result given. No enrichment for hits; 6.7% or so of the library scored in one or more.

SMILES	RGS4 pot	TRPC6 inhibitor	ANO1 activ	HDAC3 inh	MrgX1 antagonist	MrgX1 ag	RGS4 block	ANO1 block	SKKanGAS inh	MrgX1 allo act	TRPC6 act
Cc1ccc(C(=O)Nc2ccc3c(c2)C(=O)N(CC2CCCO2)C3=O)cc1 (centres undefined)	i	i	i	9	i	i	i	i	0	i	i
N#Cc1c(Oc2ccc3ccccc3c2)sc(C(=O)c2ccccc2)c1N	i	i	i	1	i	i	i	i	29	i	i
COc1ccc(NC(=S)NCc2cccs2)c(OC)c1	i	i	i	-7	i	i	i	i	-2	i	i
CC(C)(C)c1ccc(OCC(=O)O/N=C(\N)c2ccncc2)cc1	i	i	i	3	i	i	i	i	-5	i	i
CC(C)CCNC(=O)CN(C(=O)Cn1nnc(-c2ccccc2F)n1)c1cccc2c1CCCC2	i	i	i	16	i	i	i	i	26	i	i
COc1ccc(NC(=O)COc2ccc(C(=O)OCC(=O)N(C(C)C)C(C)C)cc2OC)cc1	i	i	i	1	i	i	i	i	21	i	i
COc1ccc(/C=C2\SC(=O)N(CC(=O)Nc3ccc(F)cc3)C2=O)cc1O	i	i	i	4	i	i	i	i	3	i	i
COc1ccc(NS(=O)(=O)c2csc(C(=O)N3CCCC3)c2)c(OC)c1	i	i	i	-2	i	i	i	i	1	i	i
COc1ccccc1Oc1ccc(Oc2ccccc2OC)cc1	i	i	i	/	i	i	i	i	-2	i	i
O=C(CCc1nc2ccccc2c(=O)[nH]1)NNC(=O)c1ccccc1Cl	i	i	i	-5	i	i	i	i	-7	i	i
CC(=O)Nc1ccc(NC(=O)c2cccc(-c3cc4ccccc4oc3=O)c2)cc1	i	i	i	4	i	i	i	i	-4	i	i
O=C(OCc1ccccc1)C1=NNC2C(=O)N(c3ccc(Br)cc3)C(=O)C12 (centres undefined)	i	i	i	-2	i	i	i	i	-9	i	i

The final 2 entries of the section before lead into the next.
SMILES	RGS4 pot	TRPC6 inhibitor	ANO1 activ	HDAC3 inh	MrgX1 antagonist	MrgX1 ag	RGS4 block	ANO1 block	SKKanGAS inh	MrgX1 allo act	TRPC6 act
CC(=O)Nc1ccc(NC(=O)c2cccc(-c3cc4ccccc4oc3=O)c2)cc1	i	i	i	4	i	i	i	i	-4	i	i
O=C(OCc1ccccc1)C1=NNC2C(=O)N(c3ccc(Br)cc3)C(=O)C12 (centres undefined)	i	i	i	-2	i	i	i	i	-9	i	i
O=C1S/C(=C/c2ccc(N3CCOCC3)o2)C(=O)N1Cc1c(F)cccc1Cl	i	i	i	-4	i	i	i	i	-6	9.4*	17*
CCOC(=O)CN1C(=O)C(O)=C(C(C)=O)C1c1ccc([N+](=O)[O-])cc1 (centres undefined)	i	i	i	5	i	i	i	i	4	i	i
c1ccc2sc(NCC3CCCO3)nc2c1 (centres undefined)	i	i	i	0	i	i	i	i	-6	i	i
CCCC(C(=O)NCCC(C)C)N(Cc1ccccc1)C(=O)c1snc(C(N)=O)c1N (centres undefined)	i	i	i	2	i	i	i	i	3	i	i
Cc1cc(NC(=O)c2cc(C(C)C)on2)no1	i	i	i	0	i	i	i	25*	-2	i	i
CSCCC(NS(=O)(=O)c1ccc(C)cc1)C(=O)N1CCN(C(C)=O)CC1 (centres undefined)	i	i	i	-1	i	i	i	i	19	i	i
CC1CC(OCC(O)CN2CCCCC2C)CC(C)(C)C1 (centres undefined)	i	i	i	5	i	i	i	i	3	i	i
COC(=O)Cn1c(Cc2ccccc2)nc2ccccc21	i	i	i	-4	i	i	i	i	4	i	i
COc1ccc(C(=O)Nc2c3c(nn2-c2cccc(Cl)c2)CS(=O)C3)cc1 (centres undefined)	i	i	i	?	i	i	i	i	3	i	i
COc1cc(/C=N/NC(=O)c2ccoc2C)ccc1OCCN1CCCCC1	i	i	i	-4	i	i	i	i	1	i	i
Fc1ccc(-c2ccnc(=S)[nH]2)cc1	i	i	i	-4	i	i	i	i	2	i	i
CCOc1ccc(-c2nnn(CC(=O)NCc3ccco3)n2)cc1	i	i	/	0	i	i	i	i	5	i	i
COc1cc(NC(=S)NCCCN2CCOCC2)cc(OC)c1	i	i	i	-2	i	i	i	i	2	i	i
COc1ccc(-n2cnc3c(sc4nccc(N(C)C)c43)c2=O)cc1	i	i	i	-2	i	i	i	i	7	i	i
Cc1cc(NC(=O)c2ccc(F)cc2)n(C)n1	i	i	i	-5	i	i	i	i	-3	i	i
NC1=NC[C@H](c2ccccc2)N1CCc1cccc(F)c1	i	i	i	-1	i	i	i	i	2	i	i
COc1cccc(C2C=C(c3ccc(OC)cc3OC)Nc3nnnn32)c1 (centres undefined)	i	i	i	-1	i	i	i	i	20	i	i
CN(C)CCOc1ccc(Cl)cc1C(C)(C)C	-7.7*	i	i	9	i	i	i	i	0	i	i
O=C(Nn1cnnc1)c1cc([N+](=O)[O-])cc([N+](=O)[O-])c1	i	i	i	3	i	i	i	i	6	i	i
COC(=O)c1cc(-c2ccccc2)sc1NC(=O)c1cc(C)on1	i	i	/	/	/	/	i	/	-9	/	i
O=C(CC1(O)C(=O)Nc2ccccc21)c1cccnc1 (centres undefined)	i	i	i	9	i	i	i	i	0	i	i
O=C(Cn1ccccc1=O)c1cccs1	i	i	i	-1	i	i	i	i	2	i	i
O=C1CCCN1CCCNS(=O)(=O)c1ccc(F)cc1F	i	i	i	/	i	i	i	i	-1	i	i
CCOC(=O)Cc1cc(=O)n2[nH]c(C)c(C#N)c2n1	i	i	i	-1	i	i	i	i	6	i	i
FC(c1nc2ccccc2[nH]1)C(F)(F)F (centres undefined)	i	i	i	/	i	i	i	i	-4	i	i
Cc1cc(Oc2nnnn2-c2ccccc2)ccc1Cl	i	i	i	0	i	i	i	i	10	i	i
COC(=O)C1=C(C)N(C)C(=O)NC1c1ccc(O)c(OC)c1 (centres undefined)	i	i	i	4	i	i	i	i	-4	i	i
CCOC(=O)C1(CCOC)CCN(C(C)CCc2ccc(OC)cc2)CC1 (centres undefined)	i	i	i	2	i	i	i	i	3	i	i
CNC(=S)N1N=C(c2ccc(OC)cc2)CC1c1ccccc1Cl (centres undefined)	i	i	i	7	i	i	i	25*	-3	i	i
CC(C)CC(=O)c1c[nH]c(C(=O)NCCCN2CCOCC2)c1	i	i	i	-3	i	i	i	25*	2	i	i
CCN(CC(=O)Nc1c(F)cccc1F)C(=O)c1cc(C)oc1C	i	i	i	0	i	i	i	i	-3	i	i
COc1ccc(S(=O)(=O)N(CCc2ccccc2)CC(=O)NC(C)C)cc1	i	i	i	9	i	i	i	i	-1	i	i
CCOC(=O)C1=NN(C(C)=O)C2(CC(=O)N(c3cc(C)cc(C)c3)C2=O)C1 (centres undefined)	i	i	i	-10	i	i	i	i	1	i	i
CN1CCN(C(=O)CCC(=O)O)CC1	i	i	i	-13	i	i	i	i	-2	i	i
O=C(COC(=O)c1ccccc1Br)Nc1nnc(-c2ccccc2)o1	i	i	i	1	i	i	i	i	72*	i	i
COCCC(=O)N1CCC(Oc2ccc(C(=O)N3C[C@@H]4CCC[C@H]3C4)cc2)CC1	i	i	i	1	i	i	i	i	-4	i	i
COc1ccc(-c2cc(-c3ccccc3)nc(Cl)n2)cc1OC	-7*	i	i	-5	i	i	i	i	2	i	i
COc1ccc(CC2(CO)CCN(C(C)Cc3ccc(Cl)cc3)CC2)cc1 (centres undefined)	i	i	i	-3	i	i	i	i	10	i	i
O=C(O)c1ccccc1C(=O)N1CCN(c2ccccc2)CC1	i	i	i	0	i	i	i	i	9	i	i
Nc1nnc(SCC(=O)OCc2ccc(Cl)c(Cl)c2)s1	i	i	i	-5	i	i	i	i	-3	i	i
CCCn1ncc(C(=O)N(C)C2CCCN(Cc3ccccc3F)C2)c1C (centres undefined)	i	i	i	0	i	i	i	i	-3	i	i
CSc1nn2cc(CCN3CCOCC3)c(-c3ccc(F)cc3)nc2c1C#N	i	i	i	3	i	i	i	i	0	i	i
CCC(=O)Nc1ccc(C(=O)CSc2nc3ccc(C)cc3[nH]2)cc1	i	i	i	8	i	i	i	i	-12	i	i
CC(=O)c1cccc(S(=O)(=O)N2CCCC(c3nc4c(nnn4Cc4ccc(C)cc4)c(=O)[nH]3)C2)c1 (centres undefined)	i	i	i	-6	i	i	i	i	22	i	i
O=C(CS(=O)c1cccc(C(F)(F)F)c1)Nc1ccc(Cl)cc1Cl (centres undefined)	i	i	i	1	i	i	i	i	-2	i	i
Cc1cc(=O)oc2cc(NC(=O)c3ccccc3OC(F)F)ccc12	i	i	i	-20	i	i	i	i	9	i	i
COc1ccc(S(=O)(=O)N2CCC(C(=O)N3CCCCCC3)CC2)cc1	i	i	i	0	i	i	i	i	-6	i	i
Cc1cc(CN(C)Cc2c(C(=O)N3CCCCCCC3)nc3ccc(Cl)cn23)n[nH]1	i	i	i	-2	i	i	i	i	5	i	i
CC1CCN(CC(=O)Nc2ccc(S(=O)(=O)N3CCC(C)CC3)cc2)CC1	i	i	i	-2	i	i	i	i	-3	i	i
O=C(Nc1nnc(-c2ccccc2Cl)o1)c1ccco1	i	i	i	3	i	i	i	i	1	i	i
COc1ccc(-c2cc(C(=O)N3CCCC(C(F)(F)F)C3)c3ccccc3n2)cc1OC (centres undefined)	i	i	i	/	i	i	i	i	23	i	i
O=C(C1CCCCC1)N1CCC(CO)(Cc2ccccc2Cl)CC1	i	i	i	4	i	i	i	i	-5	i	i
